# Source: PubChem
# Chronic BCR inh – chronic active BCR signaling inhibition; ABC-DLBCL IkBa-CBG/CBR reporter, luminescence ratio, 4 h; AID 493014; Potency, µM (top dose mostly 46.1 µM), for inactives: at the highest dose ratio change, negative = lower green/red ratio, actives largely listed as inhibitors; 340,000 compounds, 0.05% hits; active = well fitted inhibition curve with a large enough effect in the signal ratio, with a control signal flat, not every such curve was filed as active; inconclusive = small, poorly fitted or top-dose-only effect, or effect the other way, or a change in a side signal; the % refers to the signal ratio;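 also: potency is read from the fitted curve at half-maximal effect; plate controls were basal doxycycline-induced cells for no effect and cells given 10 µM MG132 for full effect; MG132 reads +100%, hits lower the ratio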
#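 TMD8 human ABC-DLBCL cells with doxycycline-inducible IκBα–green luciferase fusion and unfused red luciferase, in 0.5% FBS medium; compounds up to 46 uM, 4 h at 37C. Green/red luminescence ratio, filter-overlap corrected, fitted to concentration-response curves.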
# MLL CXXC-DNA inh – MLL CXXC-DNA interaction inhibition; AID 2662; Q03164; Potency, µM (titrated, usually from 115 µM), inactives show at the top dose activity change, negative = inhibition, actives largely listed as inhibitors; 290,000 compounds, 0.037% hits; MLL-CXXC / FITC-HOXA9 DNA fluorescence polarization; active = well fitted inhibition curve with a large enough effect in the polarisation, with a control signal flat, not every such curve was filed as active; inconclusive = small, poorly fitted or top-dose-only effect, or effect the other way, or a change in a side signal; inactive = no such curve, though single readings can be large or run the other way; the % refers to the polarisation; also: potency is read from the fitted curve at half-maximal effect
# Target sequence (Q03164 whole entry, looked up): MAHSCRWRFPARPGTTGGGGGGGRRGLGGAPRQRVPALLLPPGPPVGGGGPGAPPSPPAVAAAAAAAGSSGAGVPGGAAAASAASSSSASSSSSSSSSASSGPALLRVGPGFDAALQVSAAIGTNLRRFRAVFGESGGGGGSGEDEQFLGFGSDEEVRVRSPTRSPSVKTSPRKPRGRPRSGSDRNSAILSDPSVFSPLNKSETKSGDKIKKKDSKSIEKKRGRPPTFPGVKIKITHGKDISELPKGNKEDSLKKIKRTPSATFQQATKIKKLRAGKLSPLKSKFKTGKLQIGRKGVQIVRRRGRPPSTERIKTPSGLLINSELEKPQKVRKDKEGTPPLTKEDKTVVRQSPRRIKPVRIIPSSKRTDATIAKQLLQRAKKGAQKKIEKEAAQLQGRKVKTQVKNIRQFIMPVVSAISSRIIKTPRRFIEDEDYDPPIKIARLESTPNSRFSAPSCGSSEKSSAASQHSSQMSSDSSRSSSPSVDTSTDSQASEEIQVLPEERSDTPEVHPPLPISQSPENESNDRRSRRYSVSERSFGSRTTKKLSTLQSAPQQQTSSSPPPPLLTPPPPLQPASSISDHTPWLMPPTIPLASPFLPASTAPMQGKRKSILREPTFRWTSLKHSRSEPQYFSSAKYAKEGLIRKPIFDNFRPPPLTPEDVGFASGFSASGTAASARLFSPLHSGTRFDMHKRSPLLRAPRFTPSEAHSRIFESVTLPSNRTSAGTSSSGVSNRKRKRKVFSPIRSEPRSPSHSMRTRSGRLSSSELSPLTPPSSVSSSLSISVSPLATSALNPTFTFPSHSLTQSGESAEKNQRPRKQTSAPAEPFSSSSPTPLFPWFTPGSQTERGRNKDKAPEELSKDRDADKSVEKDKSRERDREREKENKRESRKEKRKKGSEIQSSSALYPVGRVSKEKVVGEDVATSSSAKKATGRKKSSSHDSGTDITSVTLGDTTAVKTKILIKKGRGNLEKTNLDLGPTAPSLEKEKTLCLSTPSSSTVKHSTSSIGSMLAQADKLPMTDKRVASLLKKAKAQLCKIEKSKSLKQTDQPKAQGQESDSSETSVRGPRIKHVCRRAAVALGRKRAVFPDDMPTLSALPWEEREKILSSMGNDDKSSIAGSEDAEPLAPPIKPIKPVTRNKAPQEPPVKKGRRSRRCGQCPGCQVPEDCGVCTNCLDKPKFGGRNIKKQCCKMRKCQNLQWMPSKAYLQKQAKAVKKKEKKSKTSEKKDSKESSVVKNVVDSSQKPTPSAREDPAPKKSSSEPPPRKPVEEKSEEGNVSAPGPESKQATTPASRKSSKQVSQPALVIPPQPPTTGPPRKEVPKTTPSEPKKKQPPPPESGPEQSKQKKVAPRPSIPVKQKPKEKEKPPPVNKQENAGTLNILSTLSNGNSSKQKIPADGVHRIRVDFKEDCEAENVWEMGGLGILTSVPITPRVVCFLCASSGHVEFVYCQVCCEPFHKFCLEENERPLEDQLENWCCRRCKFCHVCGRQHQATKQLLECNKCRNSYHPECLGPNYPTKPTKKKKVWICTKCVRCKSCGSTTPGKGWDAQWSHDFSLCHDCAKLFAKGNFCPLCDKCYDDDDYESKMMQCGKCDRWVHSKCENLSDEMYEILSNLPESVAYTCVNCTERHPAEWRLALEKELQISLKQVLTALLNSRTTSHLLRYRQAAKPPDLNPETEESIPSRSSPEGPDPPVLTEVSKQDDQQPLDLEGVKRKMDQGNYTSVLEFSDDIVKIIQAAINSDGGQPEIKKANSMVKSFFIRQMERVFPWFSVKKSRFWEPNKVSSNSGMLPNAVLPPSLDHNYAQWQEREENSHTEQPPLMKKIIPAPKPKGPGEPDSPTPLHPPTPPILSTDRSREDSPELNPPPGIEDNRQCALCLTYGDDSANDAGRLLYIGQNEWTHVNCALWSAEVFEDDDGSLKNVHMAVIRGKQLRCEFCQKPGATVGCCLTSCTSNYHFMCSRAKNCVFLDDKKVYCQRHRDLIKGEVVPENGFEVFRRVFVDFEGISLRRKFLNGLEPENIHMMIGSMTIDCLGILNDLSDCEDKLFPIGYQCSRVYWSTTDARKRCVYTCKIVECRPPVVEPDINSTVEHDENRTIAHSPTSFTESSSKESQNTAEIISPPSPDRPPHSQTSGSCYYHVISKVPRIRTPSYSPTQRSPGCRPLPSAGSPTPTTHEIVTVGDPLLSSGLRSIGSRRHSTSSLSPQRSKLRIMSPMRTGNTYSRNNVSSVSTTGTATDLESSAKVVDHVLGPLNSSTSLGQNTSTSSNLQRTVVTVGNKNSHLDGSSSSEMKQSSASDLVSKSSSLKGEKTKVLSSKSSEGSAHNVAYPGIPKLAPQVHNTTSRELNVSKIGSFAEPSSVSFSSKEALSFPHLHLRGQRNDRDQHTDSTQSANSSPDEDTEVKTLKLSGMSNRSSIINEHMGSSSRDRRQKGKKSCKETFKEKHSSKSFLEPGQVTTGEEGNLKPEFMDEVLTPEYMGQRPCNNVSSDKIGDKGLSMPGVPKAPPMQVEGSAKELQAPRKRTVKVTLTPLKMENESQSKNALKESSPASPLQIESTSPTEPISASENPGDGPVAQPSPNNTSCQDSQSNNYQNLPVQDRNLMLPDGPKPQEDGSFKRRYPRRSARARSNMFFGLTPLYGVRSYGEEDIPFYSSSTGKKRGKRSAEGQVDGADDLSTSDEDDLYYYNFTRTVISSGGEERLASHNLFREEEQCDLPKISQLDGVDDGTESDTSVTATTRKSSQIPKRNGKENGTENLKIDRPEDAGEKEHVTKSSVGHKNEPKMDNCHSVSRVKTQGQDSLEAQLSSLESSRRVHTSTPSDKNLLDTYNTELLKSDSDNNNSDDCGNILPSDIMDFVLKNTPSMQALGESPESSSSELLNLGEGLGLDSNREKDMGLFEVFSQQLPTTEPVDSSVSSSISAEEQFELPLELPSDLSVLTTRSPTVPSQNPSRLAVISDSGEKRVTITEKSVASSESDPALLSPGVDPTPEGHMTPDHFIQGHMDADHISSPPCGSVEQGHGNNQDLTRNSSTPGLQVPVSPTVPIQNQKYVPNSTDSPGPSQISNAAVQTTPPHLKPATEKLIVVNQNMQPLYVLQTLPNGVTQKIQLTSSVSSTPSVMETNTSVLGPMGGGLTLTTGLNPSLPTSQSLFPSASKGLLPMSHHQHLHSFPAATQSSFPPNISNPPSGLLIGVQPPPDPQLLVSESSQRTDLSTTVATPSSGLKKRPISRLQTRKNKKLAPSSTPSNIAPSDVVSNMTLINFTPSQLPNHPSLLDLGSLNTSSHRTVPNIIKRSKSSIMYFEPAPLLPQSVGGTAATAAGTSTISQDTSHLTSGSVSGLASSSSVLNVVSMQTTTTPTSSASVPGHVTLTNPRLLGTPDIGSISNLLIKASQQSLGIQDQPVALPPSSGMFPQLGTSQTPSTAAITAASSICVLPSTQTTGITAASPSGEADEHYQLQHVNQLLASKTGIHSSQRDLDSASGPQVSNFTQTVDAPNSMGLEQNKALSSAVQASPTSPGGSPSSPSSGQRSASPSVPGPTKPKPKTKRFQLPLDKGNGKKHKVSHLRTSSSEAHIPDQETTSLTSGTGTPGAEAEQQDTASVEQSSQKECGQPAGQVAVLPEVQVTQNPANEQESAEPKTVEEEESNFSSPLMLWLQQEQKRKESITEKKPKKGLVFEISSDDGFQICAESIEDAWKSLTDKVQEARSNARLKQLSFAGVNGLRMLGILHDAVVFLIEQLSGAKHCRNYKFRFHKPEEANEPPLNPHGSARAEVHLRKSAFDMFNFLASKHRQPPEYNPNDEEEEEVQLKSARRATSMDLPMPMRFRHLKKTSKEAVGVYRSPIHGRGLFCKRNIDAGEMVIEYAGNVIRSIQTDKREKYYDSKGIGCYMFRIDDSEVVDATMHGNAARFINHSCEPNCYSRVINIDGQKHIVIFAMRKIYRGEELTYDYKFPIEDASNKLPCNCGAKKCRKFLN
#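 Steps: dispense CXXC domain solution (7 uM) → pin compounds or unlabeled HOX-A9 DNA control → 5 min ambient → add FLSN-HOX-A9 solution (50 nM) → spin → 30 min ambient → fluorescence polarization. Tris pH 7.5/NaCl/DTT/BSA buffer.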
# KCNH2 WT inh – blocks the wildtype human KCNH2 potassium channel; Q12809; U2OS, BacMam KCNH2, thallium flux FluxOr; active compounds read low; activity change, % at 1.84 µM; 340,000 compounds, 0.37% hits;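 active = maximum activity change below -70%; inconclusive = maximum activity change between -70% and -50%; inactive = maximum activity change above -50%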; also: % is scaled to controls: 0 for no effect and ±100 for the full control effect
#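 U2OS cells transduced with wild-type KCNH2 virus are loaded with FluxOr dye for 45 min, and thallium flux is measured in kinetic reads before and after stimulation buffer. Rate constants are normalized to DMSO controls.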
# Tb PFK block – blocks T. brucei phosphofructokinase; O15648; T. brucei PFK, ADP-Glo luminescence; Potency, µM (top dose mostly 57.5 µM), without a hit: at the highest dose activity, negative = inhibition, most hits filed as inhibitors; 330,000 compounds, 0.17% hits; AID 485367;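 also: potency is read from the fitted curve at half-maximal effect; 0% = uninhibited 1x PFK enzyme wells and -100% = no-enzyme wells; nearly all actives have a fitted effect of over 60% in size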
#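 PFK 1.25 nM, F6P 0.5 mM, ATP 0.1 mM, 0.1 M TEA pH 8.0, 5 mM MgCl2, 0.01% Tween20, 0.1% BSA; 45 min RT. ADP-Glo readout. qHTS titration up to 57 uM; curves fitted, compounds curve-classed.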
# Giardia killer – Giardia lamblia killing. Giardia lamblia trophozoite viability. activity change, % at 7.66 µM, hits read low. 340,000 compounds, 0.15% hits. AID 540267; in the data active = activity change below about -80%; inconclusive = between about -30% and that limit;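 also: parasites exposed to compound for two days anaerobically before the ATP read; % is scaled to controls: 0 for no effect and ±100 for the full control effect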
#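 Luminescent ATP signal served as the viability read-out, measured 15-30 min after adding ATP detection reagent to trophozoites that had been incubated with compounds for 48 hrs at 37 deg C anaerobically at 100 cells/well.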
# TSHR antagonist – antagonists of human thyroid stimulating hormone receptor | P16473 | TSHR-expressing cells, TSH-stimulated cAMP HTRF, 2 h; active compounds read low | activity change, negative = inhibition, % at 11.5 µM | 330,000 compounds, 0.2% hits | AID 504810;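 active = activity change below a set negative limit, meaning inhibition stronger than a set level, cut at about -70% in these data; inconclusive = activity change between two set negative limits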; also: % is scaled to controls: 0 for no effect and ±100 for the full control effect
#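 Antagonism was scored as loss of TSH-driven cAMP in TSHR cells, stimulated with 4nM TSH (EC80) for 2 hours at 37 deg C and detected by homogeneous HTRF competition immunoassay.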
# TCR activator – activators of T cell receptors. AID 504894. primary human leukocytes, anti-CD3, IL-2 HTRF, 48 h. 330,000 tested, under 10 active. Potency, µM (top dose mostly 9.22 µM), without a hit: at the top dose activation of IL-2 secretion, hits mostly activators; also: % of control where 0% means no effect
#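 Primary human leukocytes incubated 48 hr with anti-CD3 beads plus compound, without co-stimulation. Secreted IL-2 measured by HTRF (europium cryptate/d2 anti-IL-2 pair, 320 nm excitation, 665 nm emission).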
# A-T KAP1 phos – potential ataxia-telangiectasia treatments restoring KAP-1 phosphorylation | Potency, µM (doses to about 57.5 µM), without a hit: top-dose activation, actives largely listed as activators | 320,000 compounds, 0.19% hits | […] A-T fibroblasts, KAP-1 phosphorylation AlphaLISA; neocarzinostatin DNA damage 30 min before lysis; also: potency is read from the fitted curve at half-maximal effect; % of control where 0% means no effect; nearly all actives have a fitted effect of over 45% in size
#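 hTERT-immortalized A-T patient fibroblasts ([…]), 500 cells/well in OPTI-MEM, 1% FBS, got compounds for 60 min, then NCS for 30 min at 37C. Lysates were then assayed for phospho-KAP-1 by AlphaLISA (anti-pKAP1 donor, anti-KAP1 acceptor beads), 6 hr at 25C.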
# GALK inhibitor – inhibitors of human galactokinase. P51570. Purified GALK, Kinase-Glo residual ATP luminescence. Potency, µM (highest dose often 57.5 µM), for inactives: at the top dose activity change, negative = inhibition, most hits filed as inhibitors. AID 1868. 270,000 compounds, 0.007% hits; also: potency is read from the fitted curve at half-maximal effect; % is scaled to controls: 0 for no effect and ±100 for the full control effect
#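 Compounds were pin-transferred into ATP buffer (35 uM final), then GALK plus galactose (5 nM, 100 uM final) was added. After 1 h at room temperature, Kinase-Glo Plus was added and luminescence read after 10 min.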
# FBPA coupling cs – coupling enzyme interference in Giardia aldolase counter-screen | coupling enzyme system counterscreen, AmpLite Red fluorescence | activity change, negative = inhibition, % at 58.2 µM, hits read low | 290,000 compounds, 0.67% hits | AID 2472; in the data active = activity change below about -30%; also: % is scaled to controls: 0 for no effect and ±100 for the full control effect
#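 Activity here indicates interference with the coupling reaction, not aldolase inhibition. Compounds at 57.5 uM final met coupling enzymes for 10 min at RT; substrate and AmpLite Red detection followed, with a 525/598 nm fluorescence read after 20 min.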
# * hit, by the source's call; i = inactive; u = inconclusive; x = no result given; [ ] = remark or other dose. Unless noted, calls follow the shape of the dose curve; as a rule, active = well fitted curve in the direction sought with a large enough effect; inconclusive = small, poorly fitted or top-dose-only effect, or another doubt; inactive = no such curve, though single readings can be large; an effect the other way counts as inactive or inconclusive.
entry	Molecule	Chronic BCR inh	MLL CXXC-DNA inh	KCNH2 WT inh	Tb PFK block	Giardia killer
1	CC(=O)Nc1cccc(NC(=O)C2CCN(C(=O)c3ccco3)CC2)c1	-1%	2%	-4	1%	-5
2	C/C(Cn1nnc2ccccc21)=N/OC(=O)c1c(F)cccc1F	5%	-4%	-4	10%	-5
3	CC(=O)Nc1c(NC(=O)CC#N)[nH]c2c(c1=O)c(=O)n(C)c(=O)n2C	-17%	1%	i	3%	12
4	O=C(NNS(=O)(=O)c1ccccc1[N+](=O)[O-])c1ccncc1	-1%	11%	-7	3%	1
5	O=C(NCCc1ccccc1)C1CCN(S(=O)(=O)c2ccccc2)CC1	u	15%	-12	2%	2
6	S=C(Nc1ccccc1)N1CCOCC1	-5%	17%	-12	-3%	-15
7	CCOC(=O)N1CCC(NC(=O)c2cn(-c3ccc(OC)cc3)c(=O)c3ccccc23)CC1	u	3%	6	8%	8
8	COc1ccc(C2=NCC(CSc3nnc(-c4ccc5c(c4)OCO5)o3)S2)cc1 (stereo not given)	-1%	10%	-2	2%	2
9	COc1cc2c(cc1OC)CN(C(=O)CNC(=O)c1ccc(OC(F)F)cc1)CC2	1%	1%	14	1%	-26
10	Cc1ccc(C(=O)N2CCN(S(=O)(=O)c3ccccc3C#N)CC2)cc1S(=O)(=O)N1CCOCC1	-2%	x	-4	9%	21
11	COc1ccc(CN(C)CC(=O)N(C)CC(=O)Nc2ccccc2Br)cc1F	-4%	x	20	-9%	9
12	CCS(=O)(=O)c1ccc2oc(Nc3ccc(C(C)C)cc3)nc2c1	9%	-22%	-7	-11%	6

entry	TSHR antagonist	TCR activator	A-T KAP1 phos	GALK inhibitor	FBPA coupling cs
1	-5	3%	5%	-2%	0
2	-14	2%	0%	-2%	1
3	17	-5%	8%	-1%	-9
4	2	-1%[46.1 µM]	5%	1%	1
5	2	3%	3%	0%	4
6	-2	3%	0%	12%	2
7	-4	x	7%	-2%	3
8	-16	1%	9%	-4%	1
9	-8	6%	5%	-4%	x
10	14	-3%	-5%	x	x
11	-5	-15%	3%	x	x
12	4	-4%	x	2%	2

# (listing goes on)
entry	Molecule	Chronic BCR inh	MLL CXXC-DNA inh	KCNH2 WT inh	Tb PFK block	Giardia killer
13	COc1ccccc1NS(=O)(=O)c1ccc(C)c(C(=O)NCC(c2ccco2)N2CCCCC2)c1 (stereo not given)	-6%	-9%	0	2%	6
14	COC(=O)c1cccnc1-n1c(=O)c2cccnc2n(CC(=O)Nc2ccc(Br)cc2)c1=O	u	3%	-9	1%	-23
15	Cc1cc(C)n(-c2ccc(C(=O)Nc3ccc(C)c(S(=O)(=O)N(C)C)c3)cc2)n1	u	u	-9	-2%	8
16	COc1ccccc1NS(=O)(=O)c1cc(NC(=O)C2CCCO2)ccc1C (stereo not given)	2%	x	-5	2%	0
17	Cc1ccc(S(=O)(=O)CCC(=O)Nc2ccc(F)cc2)cc1	u	4%	33	10%	9
18	Cc1cc(C)c(S(=O)(=O)c2ccccc2Cl)c(=O)[nH]1	u	-9%	-3	0%	15
19	CC[C@@H](C)[C@@H]1CN([C@@H](CN2CCC[C@H]2CN2C(N)=NC[C@@H]2Cc2ccccc2)C(C)C)C(=N)N1CCCC1CCCC1	1%	x	u	8%	-6
20	O=C(Nc1cccnc1)c1ccc(Br)c(S(=O)(=O)N2CCCC2)c1	2%	1%	-9	3%	3
21	COCCOc1ccc(C(F)(F)F)cc1NC(=O)c1ccccc1	-3%	0%	3	5%	-9
22	Cn1c(SCCS(=O)(=O)c2ccc(Cl)cc2)nnc1-c1ccccc1	0%	1%	-12	4%	12
23	CSc1nnc2c3ccccc3c3ccccc3c2n1	u	-5%	3	-5%	-2
24	O=C(CN1CCOCC1)N1CCCc2ccccc21	4%	3%	-4	2%	-26

entry	TSHR antagonist	TCR activator	A-T KAP1 phos	GALK inhibitor	FBPA coupling cs
13	-4	1%	-1%	-3%	0
14	3	6%	-1%	-1%	0
15	-12	10%	8%	1%	0
16	x	-2%	6%	x	x
17	-7	x	2%	-3%	1
18	4	-14%	-14%	4%	-1
19	-7	4%	3%	x	x
20	-23	-2%	7%	-4%	x
21	6	5%[46.1 µM]	5%	-1%	-2
22	2	0%	13%	-1%	-3
23	28	-6%	2%	4%	-22
24	1	8%	1%	0%	1

# Among those listed so far, these have a furan ring, fused or not:
entry	Molecule	Chronic BCR inh	MLL CXXC-DNA inh	KCNH2 WT inh	Tb PFK block	Giardia killer
1	CC(=O)Nc1cccc(NC(=O)C2CCN(C(=O)c3ccco3)CC2)c1	-1%	2%	-4	1%	-5
13	COc1ccccc1NS(=O)(=O)c1ccc(C)c(C(=O)NCC(c2ccco2)N2CCCCC2)c1 (stereo not given)	-6%	-9%	0	2%	6

entry	TSHR antagonist	TCR activator	A-T KAP1 phos	GALK inhibitor	FBPA coupling cs
1	-5	3%	5%	-2%	0
13	-4	1%	-1%	-3%	0

# Continued.
entry	Molecule	Chronic BCR inh	MLL CXXC-DNA inh	KCNH2 WT inh	Tb PFK block	Giardia killer
25	COc1cc([N+](=O)[O-])ccc1NC(=O)CCN1C(=O)C2C3CCC(C3)C2C1=O (stereo not given)	0%	-12%	-12	-4%	6
26	COc1ccccc1NC(=O)C1CCN(c2ncnc3c2nc2n3CCCCC2)CC1	u	7%	-9	-4%	2
27	CCCCN(C(=O)CN1CCOCC1)c1c(N)n(CC(C)C)c(=O)[nH]c1=O	-3%	2%	-1	-9%	-2
28	CN1c2ccccc2N(C)C1(C)c1ccccc1	9%	-1%	-2	-7%	1
29	O=C(Nc1ccc(Cl)cc1)N(Cc1cccs1)Cc1cccs1	u	0%	-8	-6%	-11
30	O=C(NCc1cccs1)C1CC(=O)N(c2ccccc2)C1 (stereo not given)	4%	-1%	0	2%	10
31	CCN(CC)CCNc1ncnc2c1sc1nc(N3CCOCC3)c3c(c12)CCCC3	-12%	u	-12	2%	17
32	Cc1ccc(C)c(NS(=O)(=O)c2c(C)nn(C)c2C)c1	4%	-9%	7	-7%	9
33	CCc1ccc(N(C(=O)c2csnn2)C(C(=O)NC2CCCC2)c2cccnc2)cc1 (stereo not given)	-3%	3%	5	-2%	-11
34	CCOC(=O)C(C(=O)OCC)C(Nc1cccc(Br)c1)c1ccccc1 (stereo not given)	u	-6%	3	u	11
35	COc1ccc(N2CCN(C(=O)c3cccc(NC4=NC5CS(=O)(=O)CC5S4)c3)CC2)cc1 (stereo not given)	-6%	-12%	-1	-2%	3
36	O=C(c1cc(COc2ccc(F)cc2Cl)on1)N1CCCCC1c1cccnc1 (stereo not given)	0%	21%	1	-1%	24

entry	TSHR antagonist	TCR activator	A-T KAP1 phos	GALK inhibitor	FBPA coupling cs
25	-5	2%[46.1 µM]	1%	-1%	0
26	-1	6%	-8%	5%	-1
27	8	-8%[46.1 µM]	3%	1%	2
28	35	5%[46.1 µM]	0%	1%	-1
29	-14	0%	6%	-1%	0
30	8	-1%	-4%	-2%	2
31	-7	6%	8%	-7%	-2
32	6	-17%	-3%	0%	-8
33	21	3%	6%	7%	3
34	18	-7%	-1%	0%	2
35	3	4%	-5%	8%	x
36	17	-9%	-2%	4%	-1

# (list continues)
entry	Molecule	Chronic BCR inh	MLL CXXC-DNA inh	KCNH2 WT inh	Tb PFK block	Giardia killer
37	Cn1cc(Cl)c(C(=O)NNC(=S)NC2CCCCC2)n1	u	11%	-6	2%	-6
38	O=C(c1cc(S(=O)(=O)N2CCOCC2)ccc1F)N1CCc2ccccc21	-3%	x	-1	-2%	19
39	OC1(C2(O)CC(c3ccccc3)ON2)CCCCC1 (stereo not given)	u	-8%	-25	-1%	6
40	CC(=O)c1sc(=S)n(-c2ccc(Cl)cc2)c1C	2%	21%	x	4%	0

entry	TSHR antagonist	TCR activator	A-T KAP1 phos	GALK inhibitor	FBPA coupling cs
37	0	4%[46.1 µM]	15%	1%	1
38	-8	1%	0%	x	x
39	-7	-22%	1%	0%	1
40	9	-3%	-7%	0%	5

# Three of the entries above in order of their number in TCR activator, falling:
entry	Structure	TCR activator
38	O=C(c1cc(S(=O)(=O)N2CCOCC2)ccc1F)N1CCc2ccccc21	1%
40	CC(=O)c1sc(=S)n(-c2ccc(Cl)cc2)c1C	-3%
39	OC1(C2(O)CC(c3ccccc3)ON2)CCCCC1 (stereo not given)	-22%
